Screening data deposited in PubChem by Broad Institute.
HSF-1 GFP decrease – GFP reporter loss versus dox-driven RFP – NIH3T3 R4 cells, cherry-pick, set 3, dose response (AID 493083); NIH3T3 R4 HSF-1 GFP reporter, heat shock, 48 h; AC50 in µM for hits, for the others activity change, negative = inhibition, % at the top dose, mostly 19.5 µM; actives 4% (n = 2,400);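 active = compounds lowering signal whose fitted AC50 is at most ten times the top tested dose; inconclusive = flat fit with moderate inhibition, or poor curve fit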;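 also: 0% = neutral control wells and -100% = didemnin B positive control; many of its hits are not listed in these tables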
* hit, by the source's call; ? = inconclusive. This is a subset (hit frequency here may not be typical).

CC(=O)N(C)C1=C(O)c2ccccc2C(=O)C1=O
- HSF-1 GFP decrease: -3%

N#CC1(C#N)COC23CCCCC2C1(C#N)C(=N)O3 (stereo not drawn)
- HSF-1 GFP decrease: 8%

O=C(Nc1ccccc1Cl)/C(Cl)=C(\Cl)S(=O)c1ccccc1 (stereo not drawn)
- HSF-1 GFP decrease: 1.8µM*

O=C(CN1C(=O)c2ccccc2S1(=O)=O)NCc1cccs1
- HSF-1 GFP decrease: 1%

CC(=O)c1c(-c2ccc(Cl)cc2Cl)noc1C
- HSF-1 GFP decrease: 1%

CCc1ccccc1NC(=O)CCS(=O)(=O)c1ccc(OC)cc1
- HSF-1 GFP decrease: -1%

C/C(=N\NS(=O)(=O)c1ccccc1)c1ccc2c(c1)OCCO2
- HSF-1 GFP decrease: -7%

Cc1nnc(-c2cnn(-c3ccccc3)c2N)n1Cc1cccc(C(F)(F)F)c1
- HSF-1 GFP decrease: -5%

O=S(=O)(Nc1c(O)ccc2ccccc12)c1cccc2ccccc12
- HSF-1 GFP decrease: 3%

CC(C)(C)OC(=O)N[C@@H](Cc1ccccc1)C(=O)NCC1CCC(C(=O)N[C@@H](CC(=O)O)C(=O)O)CC1 (stereo partly drawn)
- HSF-1 GFP decrease: -10%

CCN1CCN(C(=O)C2CCN(C(=O)c3cc4sccc4n3CC)CC2)CC1
- HSF-1 GFP decrease: -3%

C=CCOc1ccc(/C=C/C(=O)OCC(=O)NCC2CCCCC2)cc1
- HSF-1 GFP decrease: 4%

CSc1nc2ccc(NS(=O)(=O)c3ccc([N+](=O)[O-])cc3)cc2s1
- HSF-1 GFP decrease: 8%

Cn1c(SCC(=O)NCc2ccccc2)nc2ccccc21
- HSF-1 GFP decrease: -4%

COC(=O)C1CCN(C(=O)c2sc3nc(-c4ccccc4)cn3c2C)CC1
- HSF-1 GFP decrease: 4%

CCOc1cc(C(c2c(C)[nH][nH]c2=O)c2c(C)[nH][nH]c2=O)cc(Br)c1OC
- HSF-1 GFP decrease: -2%

CCOC(=O)CSc1nc(C)cc(Oc2ccc(=O)n(C)n2)n1
- HSF-1 GFP decrease: -5%

O=C(Nc1ccccc1NC(=O)c1csnn1)c1csnn1
- HSF-1 GFP decrease: -8%

NC(=O)Cc1ccc(C(=O)c2ccc(Cl)cc2)s1
- HSF-1 GFP decrease: 4%

Cc1nccn1Cc1cccc2ccccc12
- HSF-1 GFP decrease: -1%

Cn1c(/C=C/c2ccccc2)nc2ccccc2c1=O
- HSF-1 GFP decrease: 1%

COc1cc(NC(=O)Cn2ncc(Cl)c(Cl)c2=O)c(C)cc1[N+](=O)[O-]
- HSF-1 GFP decrease: ?

COc1ccc(CNc2nc3c(c(=O)[nH]c(=O)n3C)n2Cc2ccccc2C)cc1
- HSF-1 GFP decrease: -1%

COc1ccc(-n2c(C)c(C(C)=O)c(C(C)=O)c2C)cc1
- HSF-1 GFP decrease: -10%

CCOC(=O)c1ccc(NC(=O)CC2COc3ccccc3O2)cc1 (stereo not drawn)
- HSF-1 GFP decrease: 1%

O=C(Cn1nc(-c2ccccc2)ccc1=O)N1CCCCC1
- HSF-1 GFP decrease: 0%

Cc1cc(NC(=O)C2C3C(=O)N(Cc4ccc(Cl)cc4)C(C(=O)NC(C)(C)C)C34C=CC2(C)O4)no1 (stereo not drawn)
- HSF-1 GFP decrease: -5%

CC(=O)c1cn(CC(=O)Nc2ccccc2C)c2ccccc12
- HSF-1 GFP decrease: 35%

C=CCSc1nc(N)cc(=O)[nH]1
- HSF-1 GFP decrease: -2%

CCCCN1C=CC(=C2C(=O)c3ccccc3C2=O)C=C1
- HSF-1 GFP decrease: -2%

COc1cc(O)oc1C=Nc1ccc(C(=O)O)cc1
- HSF-1 GFP decrease: 1%

O=C(O)c1cccc(NC(=S)NC(NC(=O)c2ccco2)C(Cl)(Cl)Cl)c1 (stereo not drawn)
- HSF-1 GFP decrease: -3%

CC(C)(C)C1CCc2c(sc(NC(=O)CSc3ncn[nH]3)c2C#N)C1 (stereo not drawn)
- HSF-1 GFP decrease: 10%

CCOc1ccc(C2N(c3ccc(F)cc3)C(=O)C3CCCN32)cc1OC (stereo not drawn)
- HSF-1 GFP decrease: -9%

CC(C)(C)NC(=O)C1CC(=O)OC12CCOC(C)(C)C2 (stereo not drawn)
- HSF-1 GFP decrease: -2%

CC(C)n1cc(/C=N/Nc2ccc(C(=O)O)cc2)c2ccccc21
- HSF-1 GFP decrease: 4%

COc1ccc(Cl)cc1NC(=O)CSc1nc2ccsc2c(=O)n1CC1CCC(C(=O)O)CC1 (stereo not drawn)
- HSF-1 GFP decrease: 5%

CCn1c(SCC(=O)Nc2oc(C)c3c(C)n[nH]c(=O)c23)nc2sc(C)c(C)c2c1=O
- HSF-1 GFP decrease: 12%

O=C(CCl)Nc1cn(-c2ccccc2)nc1-c1ccc(F)cc1
- HSF-1 GFP decrease: 4.8µM*

CC(=O)Nc1ccc(OS(=O)(=O)c2ccccc2C)cc1
- HSF-1 GFP decrease: -2%

O=C(CCl)N1N=C(c2cccs2)CC1c1ccco1 (stereo not drawn)
- HSF-1 GFP decrease: 111%

COc1ccc(OC)c2sc(N(CCCN(C)C)C(=O)c3ccc(S(=O)(=O)N4CCc5ccccc5C4)cc3)nc12
- HSF-1 GFP decrease: ?

O=c1o[nH]c(-c2ccccc2)c1-c1ccccc1
- HSF-1 GFP decrease: -4%

CC(=O)Cn1ncc(Br)c(Br)c1=O
- HSF-1 GFP decrease: 5.6µM*

CSc1ncccc1C(=O)N1CCCC(N2CCN(c3ccccc3F)CC2)C1 (stereo not drawn)
- HSF-1 GFP decrease: 6%

CCN(CC(=O)Nc1ccc(NC(C)=O)cc1)C(=O)C12CC3CC(CC(Cl)(C3)C1)C2
- HSF-1 GFP decrease: 0%

COC(=O)[C@H]1[C@H]2C[C@@H]3c4[nH]c5cc(OC)ccc5c4CCN3C[C@H]2C[C@@H](OC(=O)c2ccc(N)cc2)[C@@H]1OC
- HSF-1 GFP decrease: 4%

O=S(=O)(Nc1cccc(Oc2cnccn2)c1)c1ccc(F)cc1
- HSF-1 GFP decrease: 1%

C[C@@H](C(=O)Nc1ccc2c(c1)OCCO2)n1c(=O)[nH]c2ccccc2c1=O
- HSF-1 GFP decrease: 3%

O=C(O)c1ccc(CN2C(=O)c3cccc4c([N+](=O)[O-])ccc(c34)C2=O)cc1
- HSF-1 GFP decrease: ?

O=C(CN1CCCC1)Nc1c2c(cc3c1CCC3)CCC2
- HSF-1 GFP decrease: -2%

CCOc1ccc(OCc2cccc(C(=O)N/N=C/c3cccnc3)c2)cc1
- HSF-1 GFP decrease: 10%

Cc1ccc(C)c(N2CCN(CCN3CCCCC3)CC2)c1
- HSF-1 GFP decrease: -4%

O=C(c1ccc(-c2nc3ccccc3s2)s1)N1CCOCC1
- HSF-1 GFP decrease: -4%

CCCNC(=S)N1CCCC(c2nc3ccccc3[nH]2)C1 (stereo not drawn)
- HSF-1 GFP decrease: 9%

COC(=O)C1(Cc2ccccc2)NC(c2ccccc2C)C2C(=O)N(c3ccc4c(c3)OCO4)C(=O)C21 (stereo not drawn)
- HSF-1 GFP decrease: 1%

O=S(=O)(Cc1cc(Oc2ccccc2)nc(-c2ccccc2)n1)c1ccccc1
- HSF-1 GFP decrease: 24%

COC(=O)c1ccc(Cn2nnc3c(=O)[nH]c(C4CCN(S(=O)(=O)c5ccc(F)cc5)CC4)nc32)cc1
- HSF-1 GFP decrease: 15%

CCN(CC)CCCN(C(=O)c1ccco1)c1nc(-c2ccc(C)cc2)cs1
- HSF-1 GFP decrease: -5%

COc1ccc2oc(=O)c(N3C(=O)c4ccccc4C3=O)cc2c1
- HSF-1 GFP decrease: -6%

Three compounds from above, sorted by their value in HSF-1 GFP decrease, falling.
CC(=O)Cn1ncc(Br)c(Br)c1=O
- HSF-1 GFP decrease: 5.6µM*

O=C(CCl)Nc1cn(-c2ccccc2)nc1-c1ccc(F)cc1
- HSF-1 GFP decrease: 4.8µM*

O=C(Nc1ccccc1Cl)/C(Cl)=C(\Cl)S(=O)c1ccccc1 (stereo not drawn)
- HSF-1 GFP decrease: 1.8µM*

Further structures follow.
N#CCc1nn(-c2ccccc2)c2ncnc(N)c12
- HSF-1 GFP decrease: -9%

CN(C(=O)OC(C)(C)C)c1ccc(-c2nc3ccccc3s2)cc1
- HSF-1 GFP decrease: 14%

CSCCC(NC(=O)CCC(=O)OCC(=O)[C@@]1(O)CCC2[C@@H]3CCC4=CC(=O)C=C[C@]4(C)C3[C@@H](O)C[C@@]21C)C(=O)O (stereo partly drawn)
- HSF-1 GFP decrease: -3%

O=S(=O)(CCc1nc2ccccc2[nH]1)c1ccc(Cl)cc1
- HSF-1 GFP decrease: -7%

Cc1c(C(=O)OCC(=O)N2CC(C)OC(C)C2)oc2ccc(Br)cc12 (stereo not drawn)
- HSF-1 GFP decrease: -2%

CCc1ccc(-c2nc(CS(=O)CC(=O)NCc3cccnc3)c(C)o2)cc1 (stereo not drawn)
- HSF-1 GFP decrease: -1%

CC(=O)OCCCNc1cc(Sc2ccc(C)cc2)c2nonc2c1[N+](=O)[O-]
- HSF-1 GFP decrease: ?

Cc1ccc(C(=O)NCC(=O)NCC(=O)OCC(=O)c2ccc(F)cc2)cc1
- HSF-1 GFP decrease: -9%

CC(=O)Nc1cc[n+](C(C)C(=O)c2ccccc2)cc1 (stereo not drawn)
- HSF-1 GFP decrease: -11%

COc1cccc(C(c2sc3nc(C)nn3c2O)N2CCN(C(=O)c3ccco3)CC2)c1 (stereo not drawn)
- HSF-1 GFP decrease: 2%

Look-ups from the results shown:
Under HSF-1 GFP decrease, COc1ccc(Cl)cc1NC(=O)CSc1nc2ccsc2c(=O)n1CC1CCC(C(=O)O)CC1 (stereo not drawn) shows 5%
Under HSF-1 GFP decrease, Cc1ccc(C)c(N2CCN(CCN3CCCCC3)CC2)c1 shows -4%
Under HSF-1 GFP decrease, O=C(Nc1ccccc1Cl)/C(Cl)=C(\Cl)S(=O)c1ccccc1 (stereo not drawn) shows 1.8µM*
Under HSF-1 GFP decrease, CN(C(=O)OC(C)(C)C)c1ccc(-c2nc3ccccc3s2)cc1 shows 14%
Under HSF-1 GFP decrease, CCn1c(SCC(=O)Nc2oc(C)c3c(C)n[nH]c(=O)c23)nc2sc(C)c(C)c2c1=O shows 12%
Under HSF-1 GFP decrease, CSCCC(NC(=O)CCC(=O)OCC(=O)[C@@]1(O)CCC2[C@@H]3CCC4=CC(=O)C=C[C@]4(C)C3[C@@H](O)C[C@@]21C)C(=O)O (stereo partly drawn) shows -3%
Under HSF-1 GFP decrease, CCOc1ccc(OCc2cccc(C(=O)N/N=C/c3cccnc3)c2)cc1 shows 10%

Further compounds follow.
O=C(Nc1ccc(-c2nc3cccnc3s2)cc1)C1CCCO1 (stereo not drawn)
- HSF-1 GFP decrease: -4%

COc1ccc(NC(=S)Nc2ccc(F)cc2)c(OC)c1
- HSF-1 GFP decrease: 7%

CCCCn1c(=O)n(CC(=O)Nc2c(CC)cccc2CC)c(=O)c2c1nc(CO)n2CCC
- HSF-1 GFP decrease: 3%

O=C(CSc1cn[nH]n1)Nc1ccc(O)c(C(=O)O)c1
- HSF-1 GFP decrease: -2%

COc1ccc(C(=O)N2CCN=C2SCc2cccnc2)cc1OC
- HSF-1 GFP decrease: 3%

c1ccc(Cc2nc3ccccc3o2)cc1
- HSF-1 GFP decrease: -3%

Cc1ccc(C(=O)CSc2cnc3ccccc3n2)cc1C
- HSF-1 GFP decrease: 3%

COc1ccc(/C=C/C(=O)N2CCN(c3ccccn3)CC2)cc1OC
- HSF-1 GFP decrease: -2%

7 entries drawn at random from the list so far:
CCCCn1c(=O)n(CC(=O)Nc2c(CC)cccc2CC)c(=O)c2c1nc(CO)n2CCC
- HSF-1 GFP decrease: 3%

c1ccc(Cc2nc3ccccc3o2)cc1
- HSF-1 GFP decrease: -3%

O=C(CSc1cn[nH]n1)Nc1ccc(O)c(C(=O)O)c1
- HSF-1 GFP decrease: -2%

COc1ccc(/C=C/C(=O)N2CCN(c3ccccn3)CC2)cc1OC
- HSF-1 GFP decrease: -2%

COc1ccc(NC(=S)Nc2ccc(F)cc2)c(OC)c1
- HSF-1 GFP decrease: 7%

Cc1ccc(C(=O)CSc2cnc3ccccc3n2)cc1C
- HSF-1 GFP decrease: 3%

O=C(Nc1ccc(-c2nc3cccnc3s2)cc1)C1CCCO1 (stereo not drawn)
- HSF-1 GFP decrease: -4%
